hgDAF-12 ag – hgDAF-12 agonism, primary luciferase screen. HEK293 GAL4-hgDAF12 UAS-luciferase reporter, agonist luminescence; normalized to butyrate control. activation, % at 6.8 µM. 370,000 tested, 1.8% active. AID 687014;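 active = activation above a cutoff set at the mean of all screened compounds plus 3 SD, cut at about 10% in these data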;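 note: 0% = DMSO wells and 100% = sodium butyrate wells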
DAX1 inh-1 – NR0B1 (DAX1) inhibition. HEK293 Gal4-DAX1 luciferase reporter, luminescence. AID 504766. 340,000 tested, 0.99% active. inhibition, % at 6.75 µM;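 active = inhibition above the mean over all tested compounds plus 3 SD, cut at about 4.2% in these data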;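 note: 0% = DAX1-transfected cells with DMSO and 100% = empty-vector control cells with DMSO; inhibition shows as a rise in luminescence from relieved DAX1 repression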
Target sequence (P51843 207-470 limits assumed): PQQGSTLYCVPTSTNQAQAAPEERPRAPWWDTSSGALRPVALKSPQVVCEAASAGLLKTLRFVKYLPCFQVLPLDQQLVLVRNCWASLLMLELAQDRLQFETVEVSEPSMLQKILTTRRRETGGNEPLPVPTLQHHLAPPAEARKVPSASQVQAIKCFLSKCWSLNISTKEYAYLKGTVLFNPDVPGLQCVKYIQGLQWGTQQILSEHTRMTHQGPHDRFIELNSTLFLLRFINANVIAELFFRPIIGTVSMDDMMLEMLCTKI
ADAM10 inh – ADAM10 inhibition, QFRET primary screen | recombinant ADAM10, EDANS/DABCYL FRET peptide cleavage, 3 h | inhibition, % at 7 µM | 370,000 tested, 0.62% active;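 active = inhibition above a per-campaign cutoff equal to the mean of compounds falling between control-based bounds plus 3 SD, cut at about 20% in these data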;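 note: 0% = DMSO wells while the 100% control is not disclosed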
ssDAF12 agonist – S. stercoralis DAF-12 activation, primary screen; HEK293 ssDAF-12/GRIP1 lit1-tk-luc reporter, luminescence; % of 3 µM dafachronic acid response; 370,000 tested, 1% active; activation, % at 6.8 µM;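 active = activation above the mean over all tested compounds plus 3 SD, cut at about 0.9% in these data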;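 note: 0% = DMSO-only wells and 100% = 3 µM delta7-dafachronic acid wells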
FXN GAA850 act – frataxin GAA850 promoter activation | 360,000 tested, 0.56% active | HEK293 lucGAA850 FXN promoter luciferase reporter, 24 h; percent of 10 µM SAHA response | activation, % at 6 µM | AID 540364;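 active = activation above the average of all compounds screened plus 3 SD, cutoff fixed separately per campaign, cut at about 7.5% in these data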;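 note: 0% = DMSO wells and 100% = 10 µM SAHA wells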
DAX1 inh-2 – inhibitors of DAX1 repression of SF-1 activated StAR promoter. HEK293T StAR-luciferase reporter, SF-1/DAX-1 repression relief. inhibition, % at 6.8 µM. 370,000 tested, 1.1% active. AID 652010;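 active = inhibition above the mean over all tested compounds plus 3 SD, cut at about 3.6% in these data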;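 note: 0% = DAX-1 cells with DMSO and 100% = cells lacking DAX-1 with DMSO; higher inhibition means more luminescence from relief of DAX-1 repression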
PG9 Ab binder – PG9 antibody binding by small molecule; inhibition, % at 6.7 µM; TR-FRET gp120-PG9 antibody binding; 360,000 tested, 0.43% active; AID 624416; in the data active = inhibition above about 8.5%
SMARCA2 act – increases SMARCA2 function in MMTV reporter cells; MG213 cells, MMTV-luciferase reporter, dexamethasone, overnight; activation, % at 9.1 µM; 370,000 tested, 1% active; in the data active = activation above about 7.8%;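 note: 0% = vehicle wells and 100% = reference activator wells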
hcDAF-12 act – H. contortus DAF-12 activation, primary screen. 370,000 tested, 1.4% active. HEK293 hcDAF-12 lit1-tk-luc reporter, luminescence; 0% DMSO, 100% Δ7-dafachronic acid. activation, % at 6.8 µM. AID 652067;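 active = activation above the mean of all tested compounds plus 3 SD, cut at about 5.5% in these data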;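 note: 100% = response to 3 µM Δ7-dafachronic acid high control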
ADAM17 inh – inhibits human ADAM17; P78536; recombinant ADAM17, EDANS/DABCYL FRET peptide cleavage; inhibition, % at 6.95 µM; 370,000 tested, 0.83% active;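 active = inhibition above the mean of compounds lying between control limits plus 3 SD, set per campaign, cut at about 8.5% in these data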;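 note: 0% = DMSO-only wells as the low control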
Target sequence (P78536 215-824 limits assumed): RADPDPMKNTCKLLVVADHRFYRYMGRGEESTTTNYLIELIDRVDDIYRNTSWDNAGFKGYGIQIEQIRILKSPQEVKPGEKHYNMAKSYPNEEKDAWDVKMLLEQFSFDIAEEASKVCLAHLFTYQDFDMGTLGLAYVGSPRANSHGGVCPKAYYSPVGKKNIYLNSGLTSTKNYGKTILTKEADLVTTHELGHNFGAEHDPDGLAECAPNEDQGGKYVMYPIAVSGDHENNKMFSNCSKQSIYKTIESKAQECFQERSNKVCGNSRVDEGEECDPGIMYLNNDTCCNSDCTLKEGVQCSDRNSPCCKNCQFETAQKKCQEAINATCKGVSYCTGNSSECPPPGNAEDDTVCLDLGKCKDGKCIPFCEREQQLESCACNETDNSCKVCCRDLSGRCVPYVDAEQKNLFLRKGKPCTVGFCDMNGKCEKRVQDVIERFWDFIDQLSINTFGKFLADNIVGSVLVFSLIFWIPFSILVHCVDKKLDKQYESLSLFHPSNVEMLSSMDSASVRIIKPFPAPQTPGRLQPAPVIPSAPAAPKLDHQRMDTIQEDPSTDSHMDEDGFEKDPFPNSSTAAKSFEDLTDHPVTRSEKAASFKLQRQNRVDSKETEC
GC-A act – GC-A (human) enzyme activation | activation, % at 10 µM | HEK293 GC-A cells, cGMP TR-FRET, EC30 ANP; 0% at EC30 ANP, 100% saturating ANP | 370,000 tested, 0.14% active; in the data active = activation above about 40%
An asterisk follows results filed as active; i = inactive; / = not tested or not shown.

compound,hcDAF-12 act,ADAM17 inh,SMARCA2 act,DAX1 inh-1,FXN GAA850 act,DAX1 inh-2,hgDAF-12 ag,ADAM10 inh,ssDAF12 agonist,GC-A act,PG9 Ab binder
O=C(COc1ccc(Cl)cc1Cl)Nc1ccc(Cl)cn1,8.8*,-1,5,0.6,3.0,6.2*,11*,5,0.5,1,-0.8
Cc1ccc(OCc2cnc(Cl)s2)c(C)c1,-1.3,-3,-3,1.8,2.3,0.6,2.1,4,-0.9,0,1.9
N/C(=N\OC(=O)COc1ccc(Br)cc1)c1ccncc1,2.7,-4,-2,1.6,1.7,-0.1,1.7,-11,0.0,3,-1.8
COc1ccccc1CN1C(=O)C(Cc2ccccc2)ON=C1c1ncccc1C (centres undefined),-3.3,2,-1,/,-1.1,-1.2,-3.0,0,-1.6,-1,0.4
CCc1ccc2c(c1)c1nc(C)sc1n2CC(=O)OC,-0.9,-7,-3,-0.1,-0.3,-0.8,-0.2,-11,-1.3,4,-0.1
C=CCn1c(SCC(=O)c2ccc(Br)cc2)nnc1C(CC(C)C)NC(=O)c1cccs1 (centres undefined),-0.1,0,-3,1.7,-3.5,-0.4,-0.1,1,-1.5,-17,-1.0
Cc1nc2ccccc2c(=O)n1/N=C/c1ccccc1,-0.3,-2,-2,0.3,2.1,1.5,1.5,0,-0.3,4,-0.7
O=C(NC1=NCCS1)c1ccc(-c2ccc(Cl)cc2)o1,2.4,-355,4,1.0,2.8,1.6,7.2,i,-0.1,7,-0.4
O=C(Nc1ccc(F)cc1)NC1(C(=O)NCc2cccs2)CCCCC1,-0.6,-2,1,-0.9,-0.1,-0.5,-1.0,3,-1.4,-1,-1.4
N=C1C(c2ccccc2)=C(O)CN1c1cccc(S(=O)(=O)Nc2cccc(C(F)(F)F)c2)c1,0.6,1,4,2.9,-0.5,0.2,3.3,10,-2.1,-5,-0.8
COCC(=O)n1nc(-c2ccccc2)nc1NCc1ccccc1,1.0,-6,-2,0.3,2.7,1.2,3.2,-5,-1.1,3,-4.7
C#CC1(O)CCC2C3CCc4cc(O)cc(C)c4C3CCC21C (centres undefined),-1.9,7,4,-1.0,0.7,-0.2,0.2,12,-1.6,-4,-0.3
CCOC(=O)c1nc(Nc2ccc(C(=O)O)cc2)c2ccccc2n1,0.4,-2,2,1.4,-1.5,0.2,0.9,7,-0.8,-1,-0.6
Cc1nn(C)c(C)c1NC(=O)c1ccc(S(=O)(=O)N(C)C)cc1,1.3,-1,-2,-0.7,0.3,0.6,-0.3,-3,-1.1,-4,1.3
O=C(CN1C(=O)NC2(CCCC2)C1=O)OCCOc1ccccc1Cl,0.2,-1,-1,-1.5,1.1,1.4,-1.3,-4,-1.3,1,-0.8

Brought forward from above: four compounds; new compounds follow.
compound,hcDAF-12 act,ADAM17 inh,SMARCA2 act,DAX1 inh-1,FXN GAA850 act,DAX1 inh-2,hgDAF-12 ag,ADAM10 inh,ssDAF12 agonist,GC-A act,PG9 Ab binder
C#CC1(O)CCC2C3CCc4cc(O)cc(C)c4C3CCC21C (centres undefined),-1.9,7,4,-1.0,0.7,-0.2,0.2,12,-1.6,-4,-0.3
CCOC(=O)c1nc(Nc2ccc(C(=O)O)cc2)c2ccccc2n1,0.4,-2,2,1.4,-1.5,0.2,0.9,7,-0.8,-1,-0.6
Cc1nn(C)c(C)c1NC(=O)c1ccc(S(=O)(=O)N(C)C)cc1,1.3,-1,-2,-0.7,0.3,0.6,-0.3,-3,-1.1,-4,1.3
O=C(CN1C(=O)NC2(CCCC2)C1=O)OCCOc1ccccc1Cl,0.2,-1,-1,-1.5,1.1,1.4,-1.3,-4,-1.3,1,-0.8
COc1ccc(C(CNC(=O)c2cc(S(=O)(=O)Nc3cccc(C)c3)ccc2C)N2CCOCC2)cc1 (centres undefined),-1.0,-1,-2,-0.1,1.0,-1.1,-2.0,0,-1.4,-4,1.0
Cc1ccc(CNc2ccc(N3C(=O)CC(C)C3=O)cc2[N+](=O)[O-])cc1 (centres undefined),1.4,1,-1,1.4,1.0,-0.3,-3.1,8,-0.7,2,-1.1
COC(=O)Cc1nnn2c1[C@H](C)[C@H](c1ccccc1[N+](=O)[O-])OCC2,-0.3,0,9.6*,/,/,0.0,-0.3,-6,-0.7,6,0.5
COc1ccc(N2CCN(CC(=O)c3c(C)n(C)c4ccc(OC)cc34)CC2)cc1,2.7,-3,-3,/,1.9,0.1,-0.3,-1,0.5,-2,-0.2
COc1cn(-c2ccccc2)nc1C(=O)Nc1ccc(C)cc1Cl,3.0,-2,0,1.3,2.0,-0.5,0.2,-13,-0.9,6,-1.1
CCOc1ccc(NC(=O)CCNS(=O)(=O)c2ccc(Br)s2)cc1,-1.4,-2,0,-1.6,-0.2,0.0,0.3,1,-1.3,-5,0.8
COc1cc(NC(=O)CN2C(=O)COc3ccc(S(=O)(=O)N4CCCCC4)cc32)cc(OC)c1,0.1,3,-4,-0.1,-2.4,0.0,-1.4,11,-0.8,-12,-0.8
COC(=O)Cn1cc(C(=O)c2cccs2)c2ccccc21,0.3,0,1,-0.3,0.0,0.5,4.3,-2,-1.2,7,-1.2
Cc1ccc(S(=O)(=O)c2c(N)n(CCCO)c3nc4ccccc4nc23)cc1,-0.6,i,1,-0.5,1.5,-0.4,-4.4,i,-1.3,0,-0.7
CN1CC(=O)N2[C@@H](C[C@]3(c4c[nH]c5ccccc45)c4ccccc4N(S(=O)(=O)c4ccccc4)[C@H]23)C1=O,6.6*,-3,/,/,/,/,-0.6,-3,0.0,-3,/
O=C(O)c1cnc(-c2ccccc2)nc1-c1ccccc1,1.0,-1,1,-0.5,1.2,0.0,-0.4,-1,-0.8,3,1.4
COc1ccc(Cn2nnnc2C(c2cccs2)N2CCN(c3ccc([N+](=O)[O-])cc3)CC2)cc1 (centres undefined),-2.2,-2,-2,-2.9,-5.3,-0.5,0.2,0,-1.3,2,2.0
CC1CCCN(S(=O)(=O)c2cccc(C(=O)NCc3ccco3)c2)C1 (centres undefined),0.1,-1,-3,0.7,-0.2,-0.4,-2.8,-13,-1.4,1,1.2
Cn1c(=O)[nH]c(=O)c2c1nc(SCCN1CCCCC1)n2Cc1ccccc1,-1.9,1,1,-0.2,0.4,0.3,1.3,0,-1.4,0,1.9
COc1cccc(OC)c1C(=O)N1CCN(Cc2ccccc2C(F)(F)F)CC1,-1.9,-3,-2,-0.7,-0.4,-0.3,-1.7,-2,-1.5,0,-1.8
C[C@@H]1CN([C@@H](C)CO)C(=O)CCCn2nncc2CO[C@H]1CN(C)S(=O)(=O)c1ccc(C#N)cc1,0.5,-5,-2,3.1,0.0,-0.2,0.4,-22,-1.1,5,-0.3
CC1=C(C#N)C(C)C2=C(CC(C)(C)CC2=O)N1 (centres undefined),-0.8,-317,-2,0.8,0.7,-0.3,0.4,i,-0.7,2,0.3
CCN(CC1CCCO1)C(=O)CCc1nnc(CCc2ccccc2)o1 (centres undefined),3.5,-3,2,3.1,0.0,3.5,9.8,-7,-0.6,0,-2.3
O=C(CNCc1ccc(Cl)cc1)Nc1cc(S(=O)(=O)N2CCCC2)ccc1Cl,-2.2,-3,-2,-0.7,-0.4,-2.6,-1.0,-3,-1.9,0,0.5
CC(=O)c1cccc(S(=O)(=O)N2CCC(C(=O)O)CC2)c1,1.4,-4,1,0.5,-0.1,-0.5,0.4,0,-0.5,6,-0.3
O=c1[nH]nc(SCCS(=O)(=O)c2ccc(F)cc2)n1-c1ccccc1C(F)(F)F,0.6,-3,1,-1.6,1.5,-0.1,-1.6,-1,-1.7,0,-3.8
Cn1nnnc1SCc1ccc(C(=O)Nc2ccccc2F)cc1,-0.4,-1,3,0.6,-0.2,0.7,4.7,-2,-1.2,-2,-0.1
Cc1cccn2c(CNCC(C)Oc3cccnc3)c(C(=O)N3CCOCC3)nc12 (centres undefined),1.1,-1,-2,-0.4,1.0,-0.4,2.8,5,-1.5,-2,1.8
COc1ccccc1NS(=O)(=O)c1cc([N+](=O)[O-])ccc1N/N=C/c1c[nH]c2ccccc12,1.4,0,1,-0.5,-2.5,-0.8,-3.3,9,-0.6,-4,-0.4
O=C(Nc1ccncc1)c1ccc(Cl)cc1,-0.8,-5,-3,-0.7,1.2,-0.1,-3.2,-6,-1.2,0,1.6
COc1ccc(CCC(=O)OCc2csc(CC(=O)Nc3ccccc3C)n2)cc1,0.9,-3,2,-0.1,1.0,0.1,1.9,5,-0.1,0,-2.7
COC(=O)c1c[nH]n2c(=O)c(Cc3ccc(F)cc3Cl)c(C)nc12,-1.5,-1,-1,-0.5,-2.6,-0.7,-0.6,-1,-1.9,2,-1.9
CCN(CC)CCNC(=O)c1ccc(NC(=O)c2cccc(S(=O)(=O)N3CCCCCC3)c2)cc1,-1.4,0,4,1.7,-1.6,0.3,6.2,-4,-1.9,1,-0.8
O=C(NCc1ccc2c(c1)OCO2)c1ccc(N2CCCC2=O)cc1,-0.6,4,0,1.4,1.2,1.6,-1.2,-4,-1.3,-2,1.0
Cc1ccc(C(=O)CCC(=O)N2CCN(c3ccccc3O)CC2)cc1,0.0,-6,-1,-0.4,-2.2,0.4,-1.1,5,-1.0,-1,1.1
O=C(COC(=O)Cc1ccccc1F)Nc1ccc(Cl)cn1,-0.4,-2,1,-1.1,-0.9,0.0,3.2,-7,-0.9,-1,-1.6

Assay outcomes (PubChem)
